Compound activity (PubChem)
PAFAH2 FP inh: inhibitors of human PAFAH2. Q99487. recombinant PAFAH2, FP-rhodamine activity probe, fluorescence polarization. 340,000 compounds, 0.99% hits. inhibition, % at 3.39 µM;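 active = inhibition above the mean over all tested compounds plus 3 SD, cut at about 30% in these data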;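 note: inhibitors block probe labeling of enzyme so polarization drops; 0% = enzyme with DMSO and 100% = wells lacking PAFAH2 protein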
PAD4 FP inh: inhibitors of human PAD4; Q9UM07; recombinant PAD4, RCA probe fluorescence polarization; inhibition, % at 6.36 µM; 330,000 compounds, 0.41% hits;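 active = percent inhibition above a cutoff equal to the mean of all tested compounds plus 3 SD, cut at about 15% in these data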;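 note: 0% = PAD4 with RCA probe and DMSO and 100% = probe without PAD4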
PAFAH1B2 inh: PAFAH1B2 (human) inhibition; recombinant PAFAH1B2, FP-rhodamine activity probe, fluorescence polarization; inhibition, % at 3.39 µM; 340,000 compounds, 1.2% hits;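 active = inhibition above the mean of all tested compounds plus 3 SD, cut at about 24% in these data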;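 note: 0% = enzyme with DMSO and 100% = wells lacking PAFAH1B2; many of its hits are not listed in these tables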
Target sequence (P68402 whole entry, looked up): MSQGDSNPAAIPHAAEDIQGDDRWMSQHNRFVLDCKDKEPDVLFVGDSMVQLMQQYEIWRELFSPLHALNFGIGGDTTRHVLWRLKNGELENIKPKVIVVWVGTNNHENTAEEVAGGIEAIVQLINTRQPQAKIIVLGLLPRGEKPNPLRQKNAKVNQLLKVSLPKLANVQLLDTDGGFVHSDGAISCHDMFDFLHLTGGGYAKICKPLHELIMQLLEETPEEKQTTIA
PAFAH1B3 inh: inhibitors of human PAFAH1B3; Q15102; recombinant PAFAH1B3, FP-rhodamine probe, fluorescence polarization; inhibition, % at 3.39 µM; 340,000 compounds, 0.28% hits;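 active = inhibition above the screen-wide average of all tested compounds plus 3 SD, cut at about 25% in these data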;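 note: 0% = enzyme with DMSO only and 100% = wells lacking PAFAH1B3 protein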
Target sequence (Q15102 whole entry, looked up): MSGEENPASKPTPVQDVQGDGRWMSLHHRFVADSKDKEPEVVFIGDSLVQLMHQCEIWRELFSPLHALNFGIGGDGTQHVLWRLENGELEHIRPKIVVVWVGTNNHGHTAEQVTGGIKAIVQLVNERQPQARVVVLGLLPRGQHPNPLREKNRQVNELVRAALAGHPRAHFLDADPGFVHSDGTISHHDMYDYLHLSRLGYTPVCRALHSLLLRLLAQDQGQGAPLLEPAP
pPAFAH FP inh: inhibitors of human plasma PAF acetylhydrolase (pPAFAH); Q13093; AID 463082; recombinant pPAFAH, FP-rhodamine probe fluorescence polarization; 330,000 compounds, 1.5% hits; inhibition, % at 3.39 µM;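 active = inhibition above the mean inhibition across the screen plus 3 SD, cut at about 25% in these data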;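 note: inhibitors block binding of the rhodamine activity-based probe so polarization drops; 0% = enzyme with DMSO and 100% = wells lacking pPAFAH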
GSTO1 inh: GSTO1 inhibition, counter-screen for RBBP9 inhibitors; inhibition, % at 5.96 µM; 300,000 compounds, 1.1% hits; P78417; AID 1974; recombinant GSTO1, activity-based probe fluorescence polarization;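 active = inhibition above the campaign mean inhibition plus 3 SD, cut at about 35% in these data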;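 note: 0% = GSTO1-1 with DMSO and 100% = wells lacking GSTO1-1 enzyme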
Target sequence (P78417 whole entry, looked up): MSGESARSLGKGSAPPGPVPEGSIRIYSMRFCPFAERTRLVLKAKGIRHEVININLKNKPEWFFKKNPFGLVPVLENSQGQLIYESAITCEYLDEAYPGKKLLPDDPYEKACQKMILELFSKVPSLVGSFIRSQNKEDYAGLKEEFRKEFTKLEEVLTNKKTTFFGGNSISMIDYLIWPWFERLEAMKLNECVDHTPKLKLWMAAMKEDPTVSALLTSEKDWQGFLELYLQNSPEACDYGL
PME-1 primary: PME-1 (human) inhibition; recombinant PME-1, FP-Rh probe fluorescence polarization; inhibition, % at 5.9 µM; 320,000 compounds, 0.53% hits;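 active = inhibition above the campaign mean of all compounds plus 3 SD, cut at about 26% in these data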;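 note: competitive labeling of PME-1 active site by serine hydrolase directed probe; 0% = PME-1 with DMSO and 100% = wells lacking PME-1 enzyme; inhibitors block probe labeling so polarization falls and inhibition rises; many of its hits are not listed in these tables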
LYPLA1 inh: counter-screen for PME1 inhibitors: inhibitors of human LYPLA1 | 320,000 compounds, 0.16% hits | O75608 | inhibition, % at 5.9 µM | AID 2174 | recombinant LYPLA1, FP-Rh probe fluorescence polarization;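 active = inhibition above the mean of all tested compounds plus 3 SD, set per campaign, cut at about 14% in these data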;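 note: inhibitors block serine hydrolase probe labeling of LYPLA1 so polarization falls; 0% = enzyme with DMSO and 100% = wells lacking LYPLA1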
Target sequence (O75608 whole entry, looked up): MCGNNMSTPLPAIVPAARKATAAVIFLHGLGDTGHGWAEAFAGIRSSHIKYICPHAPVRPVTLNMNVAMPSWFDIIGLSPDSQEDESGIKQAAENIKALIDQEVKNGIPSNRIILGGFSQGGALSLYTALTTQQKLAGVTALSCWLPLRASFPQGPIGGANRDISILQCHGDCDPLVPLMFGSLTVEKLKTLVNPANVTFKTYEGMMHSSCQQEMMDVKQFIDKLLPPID
Fam108B inh: blocks mouse Fam108B hydrolase in RBBP9 counter-screen. 300,000 compounds, 0.33% hits. inhibition, % at 9.51 µM. recombinant Fam108B, FP-Rh probe fluorescence polarization;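 active = inhibition above the screen mean inhibition plus 3 SD, computed separately per campaign, cut at about 18% in these data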;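 note: inhibitors lower polarization as less probe binds the enzyme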
An asterisk follows results filed as active; / = not tested or not shown.

SMILES	PAFAH2 FP inh	PAD4 FP inh	PAFAH1B2 inh	PAFAH1B3 inh	pPAFAH FP inh	GSTO1 inh	PME-1 primary	LYPLA1 inh	Fam108B inh
O=C1C2CC=CCC2C(=O)N1c1ccc(NCCc2ccc(O)cc2)c([N+](=O)[O-])c1 (centres undefined)	-1	-3	8	-2	4	3	13	3	1
O=C(COC(=O)c1ccccc1NCCO)Nc1cc(C(F)(F)F)ccc1N1CCOCC1	-1	-3	5	-4	7	3	7	2	5
CC(C)N(Cc1ccccc1)C(=O)COC(=O)c1cnc(Cl)c(Cl)c1	-2	4	9	2	-2	/	/	/	/
Cc1ccc(-c2ccc(SCC(=O)N3CCCc4ccccc43)nn2)cc1	/	0	/	/	1	-1	-1	-6	-2
CCCCCC(=O)N/N=C/c1ccc([N+](=O)[O-])o1	4	-13	4	7	2	9	-1	-1	1
COc1ccc(NS(=O)(=O)c2ccc3c(c2)oc(=O)n3C)cc1Cl	11	0	2	7	3	51*	1	-1	-4
O=c1[nH][nH]cc1C=Nc1ccc(Oc2ccccc2)cc1	0	1	1	4	1	5	-2	-4	-1
O=S(=O)(Cc1cc(-c2ccccc2Cl)no1)c1ccccc1	5	0	0	1	3	-1	-4	1	1
C#CCOCCOCCOCCNc1nc(N2CCN(C(=O)[C@H]([C@@H](C)CC)n3cc(CCCN=C(N)N)nn3)CC2)nc(N2CCN(C(=O)[C@H](C)n3cc(CCCN=C(N)N)nn3)CC2)n1	/	-2	/	/	-6	9	-5	1	-2
CC(=O)Nc1ccc(-c2cc(-c3ccc(NC(C)=O)cc3)nc(-c3ccc(NC(C)=O)cc3)n2)cc1	-30	2	-18	-30	-21	-17	-55	-28	-40
CC(/C=C1\SC(=S)N(NS(=O)(=O)c2ccc(C)cc2)C1=O)=C\c1ccccc1	4	-7	28*	4	14	48*	-13	2	0
COc1ccc(OC)c(-c2csc(NC(=O)C3COc4ccccc4O3)n2)c1 (centres undefined)	-5	0	-2	4	0	-1	-11	-11	-7
Cc1cc(C(=O)Nc2nc(-c3ccccn3)cs2)ccc1[N+](=O)[O-]	0	-1	4	11	9	16	-7	0	1
Cc1noc(C)c1COc1cccc(C(=O)NCCc2c[nH]c3ccccc23)c1	-1	2	13	4	7	9	-1	3	0
O=C(NCCc1ccc(S(=O)(=O)N2CCCC2)cc1)c1cccs1	5	3	7	3	-1	-2	2	4	2
Cc1cc(C)cc(NC(=O)CN(C)S(=O)(=O)c2cccc3nsnc23)c1	2	-6	4	4	3	-3	-4	-1	1
CCCCOC(=O)Oc1ccc2c(=O)c(Oc3cccc(C)c3)coc2c1	18	-2	3	1	27*	11	3	0	-6
CC(=O)N1CCN(c2ccc(NC(=O)c3ccc(Cl)cc3)cc2)CC1	0	-8	3	2	3	6	1	3	-3
CCc1ccc(CN2CCSCC2)cc1	1	-4	7	8	-3	-1	-1	-2	-1
Cc1cc(C)nc(NNC2=CC(=[N+]3CCCCC3)CC(C)(C)C2)n1	-5	-1	1	-2	1	-3	-9	1	2
COc1ccc(S(=O)(=O)N(C)CC(=O)NCCC2=CCCCC2)cc1C	5	-1	12	0	2	-7	9	1	0
O=[N+]([O-])c1cc(/C=N/Nc2nc(N3CCOCC3)nc(N3CCOCC3)n2)ccc1Cl	1	-2	1	-1	3	3	7	-3	1
Cn1c(SCc2ccc(Cl)cc2Cl)nc(C(F)(F)F)cc1=O	2	5	0	-3	8	-6	5	-2	1
O=C(Nc1ccc2oc(-c3ccccc3F)nc2c1)c1cncc(Br)c1	-19	-2	-5	-11	1	-12	-7	0	-15
O=C(CNC(=O)c1ccncc1)N/N=C/c1ccccc1[N+](=O)[O-]	3	-9	-3	7	-2	0	8	2	-2
COc1ccc(CCNC(=O)COC(=O)/C=C/c2cc(OC)c(OC)c(OC)c2)cc1OC	5	-1	2	11	1	1	-4	2	-3
COCCNC(=O)Cn1cc(/C=C(\C#N)C(=O)NC2CC2)c2ccccc21	3	3	0	-3	5	2	-3	-3	-1
N#Cc1c2c(c(NCc3ccco3)n3c1nc1ccccc13)CCC2	14	-1	-3	0	7	10	3	2	-1
CCOC(=O)c1c(S(=O)(=O)NCC(=O)Nc2cc(C)ccc2C)c(C)n(C)c1C	2	4	2	5	1	5	9	-1	0
Cc1cc(C)c(NC(=O)CNC(=O)c2ccccc2SCC(=O)N2CCCC2)c(C)c1	1	-1	0	1	0	/	1	3	/
Cc1ccc(C2CC(c3cccs3)=NN2C(=O)CSc2nc(=O)n3cc(C)ccc3n2)cc1 (centres undefined)	2	0	5	5	1	0	-9	-6	-14
Oc1ccc(Cl)cc1N=Nc1ccccc1	9	1	1	10	2	5	-1	-1	-1
CCOC(=O)c1c(NC(=O)C(F)(OC)C(F)(F)F)sc(C(=O)N2CCCCC2)c1C (centres undefined)	1	-1	7	10	5	-3	-2	1	-3
CCOC(=O)CN1CC23C=CC(O2)C(C(=O)NC2CCCCCC2)C3C1=O (centres undefined)	-6	0	5	-4	0	2	2	-2	5
O=C(/C=C/c1cccs1)Nc1ccc(N2CCOCC2)c(S(=O)(=O)Nc2ccccc2Cl)c1	-16	4	-13	-29	-12	-9	-42	-21	-23
Cc1cc(C)n(-c2nc(NCC(C)O)c3c4c(sc3n2)COC(C)(C)C4)n1 (centres undefined)	2	-13	2	0	-4	-5	-4	1	-2
COc1ccc(C2CC(c3cccs3)=NN2C(=O)CSc2nncs2)cc1OC (centres undefined)	3	-3	0	-2	-1	-2	1	3	1
COC(=O)c1scc(S(C)(=O)=O)c1-n1cccc1	/	0	/	/	4	2	4	-1	0
Cc1ccc2c(c1)-c1c(cnn1CC(=O)O)CO2	-9	-5	6	-1	-1	3	-3	-4	-2
N#CCCN(CCC#N)C(=S)NC1CC2C=CC1C2 (centres undefined)	0	0	5	-4	-2	-4	-4	-2	5
Cc1cc(=O)[nH]c(SCC(=O)N2CCC(Cc3ccccc3)CC2)n1	9	2	12	18	6	6	-5	7	-3
O=C(NCC1CCCO1)c1ccc(Oc2ccc([N+](=O)[O-])cc2)cc1 (centres undefined)	6	-1	6	12	2	6	-3	7	5
Cc1ccc(OCC(=O)Oc2ccccc2[N+](=O)[O-])cc1	4	5	0	13	-2	3	-4	1	3
COc1cc(-c2noc(CCC(=O)NC3CCCCC3)n2)cc(OC)c1OC	-2	-5	2	-3	8	5	0	-2	0
COc1ccc(C(=O)COC(=O)CCn2nnc(-c3cccc(O)c3OC)n2)cc1	0	-5	6	12	4	1	0	1	2
CCCCC(CC)CNC(=O)C(Cc1ccccc1)NS(=O)(=O)c1ccc2c(c1)CCC(=O)N2 (centres undefined)	0	-5	16	7	1	3	5	4	2
O=C(c1ccc(NS(=O)(=O)c2ccc(F)cc2)cc1)N1CCCCC1	4	-2	9	0	1	12	-3	1	-2
Cc1ccccc1/C=N/n1c(-c2ccccn2)n[nH]c1=S	-12	-1	3	4	2	4	-1	-1	3
O=C(/C=C/c1cccc(Br)c1)N1CCN(c2ccccn2)CC1	16	1	2	6	7	-9	7	-2	-1
Cc1ccc(-n2cc(CNC(C)Cn3cncn3)c(-c3ccc(F)cc3)n2)cc1 (centres undefined)	2	1	-1	7	5	-1	4	1	1
Next part.
SMILES	PAFAH2 FP inh	PAD4 FP inh	PAFAH1B2 inh	PAFAH1B3 inh	pPAFAH FP inh	GSTO1 inh	PME-1 primary	LYPLA1 inh	Fam108B inh
O=C(NCc1ccccc1)c1cnc(Cl)c(Cl)c1	11	2	6	2	3	-4	-4	1	1
CCC(C)c1ccc(NC(=O)Nc2cccnc2)cc1 (centres undefined)	-1	0	6	6	4	-3	-31	-13	-1
CN(C)C(CNC(=O)c1ccccc1C(F)(F)F)c1ccco1 (centres undefined)	-4	-1	-5	6	0	2	-6	6	1
CC(C)(C)NC(=O)C(c1ccccn1)N(C(=O)c1ccc2c(c1)OCCO2)C1CCCC1 (centres undefined)	-3	4	0	9	2	6	-8	1	6
CCCCN(CC)CCCNC(=O)c1cc2c(=O)n(CC)c3ccccc3c2s1	0	1	0	4	4	4	2	-2	-1
CN1C(=O)CC(N2CCN(c3ccccn3)CC2)C1=O (centres undefined)	0	-2	3	5	8	4	2	0	-4
O=C(Nc1cccc(Cl)c1)Nc1ccccc1NS(=O)(=O)c1cccs1	7	-4	22	11	14	-13	5	-1	-2
O=S(=O)(Nc1ccc2c(c1)OCO2)c1ccc(F)c(F)c1	3	-6	0	2	7	/	-11	-1	/
Cc1cc(OCC(=O)NCc2cccnc2)c2c(C)cc(=O)oc2c1	-6	-3	-1	6	-3	-3	1	1	-2
Cc1ccc(CS(=O)(=O)c2ccc(C(=O)N3CCCCC3)cc2[N+](=O)[O-])cc1	0	1	5	4	0	5	-3	0	-7
O=C(C1CCN(S(=O)(=O)c2ccc(Cl)cc2)CC1)N1CCCCCCC1	-8	-5	6	8	0	2	10	2	0
O=C(c1ccc(-n2nc(C(F)(F)F)c3c2CCCC3)cc1)N1CCOCC1	5	-6	-1	6	0	3	-4	6	-2
CCOC(=O)C1(Cc2cccc(OC)c2)CCCN(C(=O)c2cc(CC(C)C)[nH]n2)C1 (centres undefined)	0	-1	1	-5	-2	3	-2	-2	1
COc1ccc(CNCC(O)(c2ccccc2)c2ccc(F)cc2)cc1OC (centres undefined)	-2	-2	2	9	9	-1	-5	0	0
NC(=O)/C=C/C(=O)Nc1ccc(Cl)cc1	-1	-1	2	-2	2	-2	-7	1	2
Cc1nn2c(NCCCN3CCOCC3)c3c(nc2c1-c1ccccc1)CCC3	1	3	1	0	5	8	1	0	2
Cc1c(C(=O)NCc2ccc(F)cc2)c(-c2ccccc2)nn1-c1ccccc1	-3	-1	10	4	8	-1	-1	-6	-6
CC1CCCCC1NC(=S)NC(=O)c1cccs1 (centres undefined)	0	2	-1	0	3	2	-4	1	3
CCCCOC(=O)C1=C(C)NC(=O)NC1c1cc2c(cc1Br)OCO2 (centres undefined)	2	4	7	0	2	-15	0	-3	-1
CCCCNc1nc(CC)c2c(c1C#N)CCCC2	-2	-1	5	7	-1	1	-10	-2	3
Cc1ccc(S(N)(=O)=O)cc1NC(=O)C1CC2CCC1C2 (centres undefined)	2	2	8	5	-4	2	1	-1	3
CCN(C(=O)CN1C(=O)/C(=C/c2ccccc2)SC1=S)C1CCS(=O)(=O)C1 (centres undefined)	-8	-7	2	3	3	11	-1	-2	2
CC(=O)OCCC(C)C	1	-3	7	16	0	/	/	/	/
O=C(COC(=O)c1cc(S(=O)(=O)N2CCOCC2)ccc1Cl)NC1CC1	5	0	4	5	1	/	-5	-1	/
CC(C)C(NC(=O)c1ccccc1)C(=O)NC1CCCc2ccccc21 (centres undefined)	1	-2	2	7	4	/	9	-3	/
O=C(Oc1ccc(=O)n(-c2ccccc2)n1)c1ccc(F)cc1	1	-1	8	-1	5	3	-3	2	-1
Cn1c(CNC(=O)c2ccccc2F)nnc1SCc1ccc(F)cc1	6	-1	4	0	-2	6	6	-2	4

Nothing new here: 3 of the compounds above.
SMILES	PAFAH2 FP inh	PAD4 FP inh	PAFAH1B2 inh	PAFAH1B3 inh	pPAFAH FP inh	GSTO1 inh	PME-1 primary	LYPLA1 inh	Fam108B inh
CC(=O)OCCC(C)C	1	-3	7	16	0	/	/	/	/
O=C(COC(=O)c1cc(S(=O)(=O)N2CCOCC2)ccc1Cl)NC1CC1	5	0	4	5	1	/	-5	-1	/
CC(C)C(NC(=O)c1ccccc1)C(=O)NC1CCCc2ccccc21 (centres undefined)	1	-2	2	7	4	/	9	-3	/

Not all compounds are listed; rates above refer to the full screens.
